Bioassay records deposited in PubChem BioAssay by Broad Institute.
CFTR F508del cor – F508del CFTR correction, initial screen, CFBE line, single point | CFBE cells, YFP halide quenching; stimulated with forskolin plus potentiator P3; % fluorescence drop versus neutral controls | activity (quench increase), % at 7.58 µM | 350,000 tested, 0.36% active | AID 720511, 2013;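 active means mean added fluorescence quench of at least 8% versus neutral control, with both replicates also reaching 8%; inconclusive means only one of the mean or replicate conditions met; inactive means mean below 8% and not both replicates reaching 8%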;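 further: cells transiently co-express mutant CFTR-F508del with the halide-sensitive YFP; corrector assay measuring rescue of mutant channel to the surface after 24 h compound exposure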
ERAP1 HTS inh – human ERAP1 aminopeptidase inhibitors, primary screen, biochemical, single point, plate reader | Endoplasmic reticulum aminopeptidase 1 (Homo sapiens), Q9NZ08 | recombinant ERAP1, Leu-AMC fluorescence, 60 min | inhibition, % at 10.7 µM | 340,000 tested, 0.15% active;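 active means mean replicate inhibition of at least 30%, or all replicates individually reaching that 30% level; inactive means mean below 30% and not every replicate reaching it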;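 further: 0% = neutral control wells and 100% = L-leucinethiol positive control wells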
DENV2 CPE – inhibitors of DENV2 cytopathic effect, primary screen, cell-based, plate reader, single concentration. CPE inhibition, % at 9.99 µM. DENV2-infected cells, cytopathic effect rescue. AID 651640, 2012. 350,000 tested, 1.7% active; in the data active means CPE inhibition above about 20%, passing the limit was not always enough; inconclusive means no clear call, values can overlap the other calls; tested in BHK-21 cells;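 further: 0% = median of neutral control wells and 100% = median of positive control wells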
Casp6 inh – human caspase-6 inhibitors, primary screen, biochemical, VEID-R110 fluorescence, single point, set 2; AID 686996, 2013; 350,000 tested, 0.53% active; P55212; purified caspase-6, Z-VEID-R110 cleavage fluorescence; inhibition, % at 12.5 µM;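 active means mean inhibition across replicates at least about 35%, with every replicate also reaching that limit, limit read from the data; inconclusive means only one of the two criteria met; inactive means neither criterion met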;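 further: 0% = median of neutral control wells and 100% = no fluorescence left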
Target sequence (P55212 24-179 limits assumed): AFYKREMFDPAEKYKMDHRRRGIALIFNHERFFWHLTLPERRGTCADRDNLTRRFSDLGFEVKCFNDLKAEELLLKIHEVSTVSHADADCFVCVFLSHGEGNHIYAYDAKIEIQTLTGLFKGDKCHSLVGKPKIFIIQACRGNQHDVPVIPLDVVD
Target sequence (P55212 194-293 limits assumed): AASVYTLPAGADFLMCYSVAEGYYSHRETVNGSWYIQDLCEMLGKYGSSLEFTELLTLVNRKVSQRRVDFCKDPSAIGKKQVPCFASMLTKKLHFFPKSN
miR122 inh – miR-122 Renilla sensor signal increase in Huh7, primary screen, miR-122 inhibitor project, cell-based, single point, plate reader | Huh7 miR-122 Renilla luciferase sensor, 48 h; neutral wells = 0, positive control = 100 | activation (reporter increase), % at 12.5 µM | 340,000 tested, 0.3% active | AID 602342, 2012;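 active means mean replicate activation score at least 90 and every replicate individually at or above 90; inconclusive means only one of the two criteria met; inactive means neither criterion met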;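 further: higher luciferase means less miR-122 activity so hits act as miR-122 inhibitors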
SIRT5 block – SIRT5 desuccinylase inhibitors, primary screen, biochemical, fluorescence imaging, single point, set 5 | NAD-dependent protein deacylase sirtuin-5, mitochondrial (Homo sapiens), Q9NXA8 | Purified SirT5, succinyl-peptide AMC, trypsin-coupled fluorescence | inhibition, % at 15 µM | 330,000 tested, 1.1% active | AID 652115, 2013; in the data active means inhibition above about 15%; inconclusive means no clear call, values can overlap the other calls
Target sequence (Q9NXA8 whole entry, looked up): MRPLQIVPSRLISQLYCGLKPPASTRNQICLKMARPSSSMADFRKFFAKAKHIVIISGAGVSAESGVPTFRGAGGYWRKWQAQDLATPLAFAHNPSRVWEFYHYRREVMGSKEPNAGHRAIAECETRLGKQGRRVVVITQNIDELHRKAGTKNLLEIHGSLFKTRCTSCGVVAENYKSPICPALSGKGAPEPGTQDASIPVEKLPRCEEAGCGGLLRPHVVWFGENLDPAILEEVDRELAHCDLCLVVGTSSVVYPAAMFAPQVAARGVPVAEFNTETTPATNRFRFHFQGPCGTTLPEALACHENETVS
ERp5 block – inhibitors of ERp5-driven insulin aggregation, primary screen, biochemical, turbidity, absorbance 650 nm, single point. Protein disulfide-isomerase A6 (Homo sapiens), Q15084. inhibition, % at 9.99 µM. 350,000 tested, 0.05% active. 90 min;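 active means mean replicate inhibition above about 25%, with every replicate also reaching it, limit read from the data, passing the limit was not always enough; inconclusive means only one of those two criteria met; inactive means neither criterion met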
Target sequence (Q15084 whole entry, looked up): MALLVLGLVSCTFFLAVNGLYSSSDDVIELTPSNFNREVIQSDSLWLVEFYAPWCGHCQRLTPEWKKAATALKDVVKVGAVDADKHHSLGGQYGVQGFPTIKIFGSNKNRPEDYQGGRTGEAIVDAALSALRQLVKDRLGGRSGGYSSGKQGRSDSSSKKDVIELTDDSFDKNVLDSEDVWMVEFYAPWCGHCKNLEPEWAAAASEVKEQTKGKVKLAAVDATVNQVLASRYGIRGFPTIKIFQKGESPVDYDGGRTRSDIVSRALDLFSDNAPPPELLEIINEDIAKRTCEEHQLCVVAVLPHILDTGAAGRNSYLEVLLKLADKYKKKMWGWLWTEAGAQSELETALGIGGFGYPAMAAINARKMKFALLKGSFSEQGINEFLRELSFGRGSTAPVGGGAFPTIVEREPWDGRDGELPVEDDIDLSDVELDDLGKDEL
* hit, by the source's call; ? = inconclusive; . = no result given; & = joins results of further samples; [ ] = remark or other dose.

no.	structure	CFTR F508del cor	ERAP1 HTS inh	DENV2 CPE	Casp6 inh
1	O=C(N[C@@H]1CC[C@H](CCn2cc(-c3cccnc3)nn2)O[C@@H]1CO)c1ccccc1F	1.8	-1	?	3
2	CC(=O)Nc1ccc(S(=O)(=O)Nc2ccccc2C(=O)N2CCCCCC2)cc1	-7.9	-2	-7	2
3	CC(C)N(C(=O)[C@H]1CC(CC(=O)NCCc2ccccn2)C(=O)N2CCc3c([nH]c4ccccc34)[C@]12C)C(C)C (stereo partly drawn)	-5.9	.	?	-9
4	Cc1ccc2ncnc(NCCCCCC(=O)O)c2c1	0.5	-17	5	2
5	Cc1ccccc1C(=O)Nc1ccc(N2CCN(C(=O)c3ccco3)CC2)cc1	1.9	1	-1	-1
6	Cc1ccc(NC(=O)CN2CCOCC2)cc1Cl	-0.6	3	8	3
7	O=C(CCc1nc2ccccc2c(=O)[nH]1)N1CCN(c2ccccc2Cl)CC1	0.7	2	1	2
8	COc1ccc(OC2CCN(S(=O)(=O)c3ccc(C(C)=O)cc3)CC2)cc1	3.0	-1	0	15
9	Cc1ccc(N2CC(C(=O)N3CCc4ccccc43)CC2=O)cc1 (stereo not drawn)	0.5	7	.	6
10	NS(=O)(=O)Cc1noc2ccccc12	5.2&-2.9	-1&-2	-5&-4	0
11	O=C(C1CCOCC1)N1CC(=O)N2[C@H](CO)[C@H](c3ccc(-c4cccnc4)cc3)[C@@H]2C1	1.0	4	-5	0
12	NNc1nc2sc3c(c2c(=O)n1C1CCCCC1)CCN(Cc1ccccc1)C3	1.5	-1	19	-2

no.	miR122 inh	SIRT5 block	ERp5 block
1	5[16.7 µM]	6	-2
2	23	2	-3
3	-4	-3	2
4	0	1	2
5	-4	-6	3
6	.	25*	-5
7	-3	7	2
8	.	0	1
9	-4	-19	-3
10	-1&-2	-1&-3	-2&-6
11	.	1	-5
12	.	-7	3

Carrying on:
no.	structure	CFTR F508del cor	ERAP1 HTS inh	DENV2 CPE	Casp6 inh
13	Cc1ccc(-c2cnc3c(c2)C(=O)N([C@H](C)CO)C[C@H](C)[C@H](CN(C)C(=O)c2ccncc2)O3)cc1	0.9	2	27	7
14	Cc1ccc(N=CNc2ccc(C)cc2C)c(C)c1	-0.4	1	-2	0
15	Cc1ccc2nc(-c3ccc(NC(=O)COC(=O)c4ccc(=O)[nH]c4)cc3)sc2c1	5.7	3	.	2
16	CCOc1cc2c(cc1/C=C/C(=O)O)OC(C)C2 (stereo not drawn)	0.6	3	2	20
17	Cc1csc(NC(=O)c2ccc(C)s2)n1	-2.0	5	-7	0
18	COc1ccccc1N1CCN(C(=O)/C=C/c2c(Cl)nc3ccccn23)CC1	3.5	0	9	5
19	CCOc1ccccc1NC(=O)Cn1c(=O)sc2ccccc21	1.6	-2	.	2
20	Cc1cc(C(=O)Nc2ccc3c(c2)C(=O)N(C)[C@@H]2CC[C@H](CC(=O)NC4CCCC4)O[C@@H]2CO3)no1	-2.2	-3	0	-2
21	COc1ccc(-c2nc(C#N)c(N3CCCCC3)o2)cc1	-0.7	7	2	-1
22	COc1ccc(N2C(=O)C3CCCN3C2c2cc(OC)c(OC)c(OC)c2)cc1 (stereo not drawn)	0.4	.	1	-1
23	CC1(C(=O)NS(=O)(=O)c2cccc(F)c2)CCN1C(=O)C1CCCCC1 (stereo not drawn)	1.2	7	-5	-2
24	Cc1noc(C)c1NC(=O)Nc1ccc2c(c1)C(=O)N([C@@H](C)CO)C[C@H](C)[C@@H](CN(C)Cc1ccc(-c3ccccc3)cc1)O2	-2.1	-1	4	-3

no.	miR122 inh	SIRT5 block	ERp5 block
13	6[16.7 µM]	-5	-2
14	-3	-2	0
15	.	0	-5
16	.	-27	5
17	2	-6	-7
18	.	5	9
19	.	0	3
20	-2[16.7 µM]	1	-1
21	-6	-13	-1
22	-3	.	5
23	-6	.	5
24	-10[16.7 µM]	6	0

Remaining list, next part
no.	structure	CFTR F508del cor	ERAP1 HTS inh	DENV2 CPE	Casp6 inh
25	COc1cc(CN2CCCC(CO)(Cc3ccccc3)C2)ccc1O (stereo not drawn)	2.6	2	5	-4
26	C[C@@H]1CN([C@@H](C)CO)C(=O)c2cccc(N(C)C)c2O[C@@H]1CN(C)C(=O)Nc1ccc(F)cc1	0.7	-3	4	-1
27	COc1ccc(CCNC(=O)c2cc(S(=O)(=O)N3CCCCC3)ccc2Cl)cc1	1.7	0	-5	-1
28	CS(=O)(=O)N(CC(=O)N1CCC(C(N)=O)CC1)c1cc(C(F)(F)F)ccc1Cl	1.5	-1	-5	1
29	COc1ccc(CCNC(=O)CSc2nc3[nH]ncc3c(=O)n2-c2ccc(Br)cc2)cc1OC	5.1	-1	0	5
30	CC(OC(=O)c1ccc(Cl)nc1)C(=O)N1CCc2ccccc21 (stereo not drawn)	3.2	5	0	0
31	COC1OC2COC(c3ccccc3)OC2C(O)C1NC(C)=O (stereo not drawn)	-4.5	-3	2	-1
32	COc1cccc(OCC(=O)N(C)Cc2nc(-c3ccccc3)no2)c1	-2.4	0	1	0
33	O=C(CCSc1ccccc1)OCn1nnc2ccccc2c1=O	-4.2	5	1	3
34	COc1cccc(-c2ccc(C3[C@@H]4CN(S(=O)(=O)c5ccccc5C)C[C@H]3N4)cc2)c1 (stereo partly drawn)	-1.8&7.8	2&5	1&3	0&-3
35	COc1ccc2c3c([nH]c2c1)[C@H](CO)N(C(=O)Nc1ccc(F)cc1)CC31CN(Cc2cc(-c3ccccc3)on2)C1	6.3	-5	50*	0
36	COc1cccc(N2C(=O)CN(Cc3cc(OC)c(OC)c(OC)c3)C2=S)c1	0.8	2	1	0

no.	miR122 inh	SIRT5 block	ERp5 block
25	-2	0	-2
26	-2[16.7 µM]	-1	4
27	3	-2	-4
28	.	-4	?
29	.	-9	-6
30	-5	-5	-10
31	1	0	5
32	5	-3	10
33	.	2	9
34	.	10&9	8&5
35	.	-1	-1
36	.	-3	0

In a second layout: results already given.
33. O=C(CCSc1ccccc1)OCn1nnc2ccccc2c1=O
34. COc1cccc(-c2ccc(C3[C@@H]4CN(S(=O)(=O)c5ccccc5C)C[C@H]3N4)cc2)c1 (stereo partly drawn)
assay / compound | 33 | 34
CFTR F508del cor | -4.2 | -1.8&7.8
ERAP1 HTS inh | 5 | 2&5
DENV2 CPE | 1 | 1&3
Casp6 inh | 3 | 0&-3
miR122 inh | . | .
SIRT5 block | 2 | 10&9
ERp5 block | 9 | 8&5

Sorted by number of heavy atoms (descending): part of the list above.
no.	structure	CFTR F508del cor	ERAP1 HTS inh	DENV2 CPE	Casp6 inh
35	COc1ccc2c3c([nH]c2c1)[C@H](CO)N(C(=O)Nc1ccc(F)cc1)CC31CN(Cc2cc(-c3ccccc3)on2)C1	6.3	-5	50*	0
34	COc1cccc(-c2ccc(C3[C@@H]4CN(S(=O)(=O)c5ccccc5C)C[C@H]3N4)cc2)c1 (stereo partly drawn)	-1.8&7.8	2&5	1&3	0&-3
28	CS(=O)(=O)N(CC(=O)N1CCC(C(N)=O)CC1)c1cc(C(F)(F)F)ccc1Cl	1.5	-1	-5	1
30	CC(OC(=O)c1ccc(Cl)nc1)C(=O)N1CCc2ccccc21 (stereo not drawn)	3.2	5	0	0

no.	miR122 inh	SIRT5 block	ERp5 block
35	.	-1	-1
34	.	10&9	8&5
28	.	-4	?
30	-5	-5	-10

Following part:
no.	structure	CFTR F508del cor	ERAP1 HTS inh	DENV2 CPE	Casp6 inh
37	COc1ccc(CCNC(=O)/C=C\c2ccccc2)cc1OC	.	1	0	2
38	COc1ccc(S(=O)(=O)N(C)C[C@H]2OCCCC[C@H](C)Oc3ccc(NS(=O)(=O)c4cccs4)cc3C(=O)N([C@@H](C)CO)C[C@@H]2C)cc1	2.4	1	10	0
39	C[C@@H]1CN([C@@H](C)CO)C(=O)CCCn2nncc2CO[C@H]1CN(C)Cc1ccc(Oc2ccccc2)cc1	0.4&-0.2	-3&1	-9&0	1&-1
40	C=C1CC[C@@H]2[C@](C)(CCC[C@@]2(C)/C=C/[C@@H](O)C(C)(C)O)[C@H]1CC(=O)NCCS(=O)(=O)O	-4.6	0	3	15
41	C[C@H](CO)N1C[C@H](C)[C@H](CN(C)CC2CCCCC2)Oc2ccc(NC(=O)Nc3ccc(F)cc3)cc2C1=O	-0.3	-2	-3	1
42	C[C@@H]1CCCCO[C@@H](CN(C)C(=O)Nc2ccccc2)[C@@H](C)CN([C@@H](C)CO)C(=O)c2cc(NC(=O)Nc3ccc4c(c3)OCO4)ccc2O1	-3.5	2	-1	0
43	C[C@@H]1CN([C@H](C)CO)S(=O)(=O)c2ccc(-c3ccc(C#N)cc3)cc2O[C@@H]1CN(C)C	0.9	-3	0	-1
44	COc1ccccc1[C@H]1C(c2cccc(C)c2)=NN(c2ccccc2)[C@@H]1CO	2.6	-1	?	7
45	O=C(Nc1cccc(Cl)c1)N[C@@H]1CC[C@@H](CCNC(=O)C2CC2)O[C@H]1CO	-0.8	0	10	-1
46	CC(C)(CN1CCc2ccccc2C1)NS(=O)(=O)c1ccc(Cl)cc1	-1.2	-3	-1	-3
47	COCC(=O)N1CC2(C1)[C@@H](c1ccc(-c3ccc(F)cc3)cc1)[C@@H](CO)N2C(=O)C1CC1	-3.2	2	-8	-1
48	O=C(CSc1ccc([N+](=O)[O-])cc1)NCC1CCCCC1	-4.5	1	7	1

no.	miR122 inh	SIRT5 block	ERp5 block
37	-3	1	1
38	-10[16.7 µM]	1	-6
39	-6	1&-3	1&-1
40	-5	-5	6
41	-6[16.7 µM]	5	0
42	9[16.7 µM]	9	-5
43	2[16.7 µM]	-3	0
44	-1	-5	6
45	.	-3	-2
46	30	0	-9
47	.	0	-4
48	.	-4	1

(listing goes on)
no.	structure	CFTR F508del cor	ERAP1 HTS inh	DENV2 CPE	Casp6 inh
49	CN1[C@@H]2c3ccc(C4=CCCCC4)c(=O)n3C[C@H]1[C@H](CO)[C@H]2C(=O)NCc1ccc(F)cc1	3.3	-1	5	2
50	N#Cc1ccc(OCC(=O)Nc2nc(-c3cccnc3)cs2)cc1	-0.3	0	?	6
51	CCOc1ccc(-c2cccc(NC(=O)c3ccco3)c2)nn1	1.7	-2	?	14
52	CC1CCCN(C(=O)COC(=O)CSc2ccc(C(N)=O)cc2[N+](=O)[O-])C1 (stereo not drawn)	2.2	5	12	-3
53	COCCNC(=O)C1CCCN(Cc2ccc(C(C)C)cc2)CC1 (stereo not drawn)	-0.2	-1	-3	-70
54	ClC1(Cl)CC1CSc1nnc(-c2ccncc2)o1 (stereo not drawn)	-2.0	-1	3	0
55	Cc1ccc2c(c1)COc1c3ccc(C(=O)N4CCOCC4)cc3nn1-2	3.0	-2	2	4
56	Cc1cc(C)c(S(=O)(=O)N2CCN(C(=O)c3cc4ccccc4o3)CC2)c(C)c1	-4.3	-1	?	8
57	CN(C)CCOC(=O)/C(=C/c1cn(C)c2ccccc12)NC(=O)c1ccccc1	-1.6	2	0	3
58	COc1ccc(Cl)cc1C(=O)Nc1ccc(NC(C)=O)cc1	3.4	5	-2	1
59	C[C@@H]1CCCCO[C@@H](CN(C)S(C)(=O)=O)[C@H](C)CN([C@H](C)CO)C(=O)c2cc(NC(=O)c3ccccc3)ccc2O1	1.4	-4	-4	-1
60	COc1ccc(NC(=O)CC2C(=O)N(c3cccc(OC)c3)C(=O)N2C(C)C)cc1 (stereo not drawn)	0.1	-6	10	-1

no.	miR122 inh	SIRT5 block	ERp5 block
49	2[16.7 µM]	-13	0
50	-3	0	-3
51	-2	1	6
52	.	-1	4
53	4	-2	-3
54	-9	1	6
55	2	-4	2
56	-6	-1	1
57	.	2	3
58	.	-6	-6
59	17[16.7 µM]	2	-2
60	0	-1	10
